Statin myotox sup: suppression of simvastatin myotoxicity | C2C12 myotubes + simvastatin, ATP luminescence, 48 h; scaled: DMSO 0, geranylgeraniol control 100 | 330,000 tested, 0.78% active | rescue of ATP level, % at 7.49 µM;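 active = mean ATP rescue above about 67%, or every replicate alone reaching that limit, limit read from the data, passing the limit was not always enough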;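 also: myotubes were challenged with 10 µM simvastatin during compound exposure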
PglD inh: blocks C. jejuni PglD acetyltransferase activity | purified PglD enzyme, DTNB colorimetric CoA detection | inhibition, % at 12.5 µM | 360,000 tested, 0.098% active; in the data active = inhibition above about 16%, passing the limit was not always enough; also: strong numbers were not always called active
The depositor's hits bear a star. This is a subset, so the mix of outcomes need not match the whole.

canonical_smiles	Statin myotox sup	PglD inh
Cc1ccc(C(=O)Oc2ccc([N+](=O)[O-])cc2)cc1S(=O)(=O)N1CCCCCC1	7	4
N#Cc1c(NC(=O)COC(=O)C2CC3C=CC2C3)oc(-c2ccccc2)c1-c1ccccc1 (stereo unspecified)	8	-4
COc1cccc(C(=O)CSc2nnc(-c3ccco3)n2CC2CCCO2)c1 (stereo unspecified)	-4	-4
CCn1c(/C=C2/C(=O)N(C)c3ccccc32)nc2ccccc2c1=O	50	-5
Cc1csc(NC(=O)C2CCCO2)n1 (stereo unspecified)	5	-2
CCNC(=O)NC(=O)C(C)Oc1ccc(C(=O)OC)cc1 (stereo unspecified)	-6	-2
COC(=O)n1c(SC)nc2ccccc21	8	13
O=C(Nc1cc(=O)[nH]c2ncnn12)c1ccccc1Cl	-3	4
O=C(CC1CCCCC1)N1CCC(c2nc(-c3ccc(S(=O)(=O)N4CCCC4)cc3)no2)CC1	12	7
O=C(c1cccs1)N1CCC(c2nc(-c3ccc(S(=O)(=O)N4CCOCC4)cc3)no2)CC1	-2	0
O=C(c1ccc(Cl)cc1)c1cnc2ccccn12	0	3
CCOc1ccc(S(=O)(=O)n2cc(-c3ccc(F)cc3)c(N)n2)cc1	55	4
CCOc1ccc(-c2nn(-c3ccccc3)cc2/C=C2\SC(N)=NC2=O)cc1C	1	1
CC(=O)Nc1nc(COc2ccccc2)cs1	-5	-5
O=[N+]([O-])/C=C/c1c(OCc2ccccc2)ccc2ccccc12	-4	-5
C[C@H](NC(=O)Nc1ccc2c(c1)OCCO2)C(=O)O	10	4
CC1CCCCC1NC(=S)Nc1ccc(SC(F)F)cc1 (stereo unspecified)	-88	4
C#CCOCCOCCOCCNc1nc(N2CCN(C(=O)CCCCCCCCCCNC(=O)[C@H](CCCCN)n3cc(C[C@@H](C)CC)nn3)CC2)nc(N2CCN(C(=O)CCCCCCCCCCNC(=O)[C@H](CCCCN)n3cc(C[C@@H](C)CC)nn3)CC2)n1	-201	1
COc1ccc(CNC(=O)CCNS(=O)(=O)c2ccc(C)cc2)cc1	7	4
CC(C)(C)c1ccc(OC(=O)Cn2c(C(F)(F)F)nc3ccccc32)cc1	-11	-8
O=C(Cc1ccc(Cl)cc1)NNC(=O)Nc1cccc2ccccc12	29	4
COC(=O)NC(=S)N1CCOCC1	-3	4
CCOC(=O)c1ccccc1NC(=O)C1CCN(c2ncnc3sc(C)c(C)c23)CC1	-5	-3
CC(NC(N)=O)C(=O)OCc1ccc(Cl)cc1Cl (stereo unspecified)	-10	3
CCOC(=O)c1[nH]c2cc3c(cc2c1NC(=O)CN1CCC2(CC1)OCCO2)OCO3	0	2
O=C(c1ccc2c(c1)N(Cc1ccccc1)C(=O)CS2)N1CCOCC1	-8	0
CCOC(=O)c1ccccc1NC(=O)C1COc2ccccc2O1 (stereo unspecified)	94*	-2
CCOC(=O)c1sc2nc(CC(=O)OC)nc(NCCN(CC)CC)c2c1C	12	4
CCOC(=O)CN(C(=O)CSc1nnc2c(n1)[nH]c1ccc(OC)cc12)c1ccc(F)cc1	1	-2
Cc1cccc2cc(CN(CCCO)C(=O)Nc3cccc(Cl)c3)c(=O)[nH]c12	-44	7
CCOC(=O)c1oc2ccccc2c1CN1CCN(c2ccccc2)CC1	21	1
COc1ccc(-c2c3c([nH]c(=S)c2C#N)CCC3)cc1	-6	-1
COc1ccc(CCNC(=O)CN2C(=O)c3ccccc3S2(=O)=O)cc1OC	-5	0
CC1(C)NC(=O)N(CCCCSc2ccc(Cl)cc2)C1=O	1	-2
O=C(COC(=O)c1ccc(S(=O)(=O)N2CCCC2)cc1)NCc1ccc(Cl)cc1	-9	1
O=C(O)C1CCCN1C(=O)Nc1ccc(F)cc1 (stereo unspecified)	4	8
FC(F)(F)c1nnc2ccc(N3CCN(c4ccccc4)CC3)nn12	-5	-6
CN1C(=O)C2(NCCc3c2[nH]c2ccccc32)c2ccccc21 (stereo unspecified)	58	-3
CC(C)C(=O)N1CCC(CN=CC2=C(O)CC(C)(C)CC2=O)CC1	-9	-3
Cc1ccccc1OCCn1cc(C(=S)N2CCCC2)c2ccccc21	19	2
Cc1ccc(CNC(=O)Nc2ccccc2)cc1	9	-4
COc1cc(NC(=O)C(F)(F)F)cc(OC)c1	4	2
CN1CCN(C2=C(Cl)C(=O)N(Cc3ccccc3)C2=O)CC1	18	-4
O=C(c1ccco1)N1CCN(C2CC(=O)N(c3ccccc3)C2=O)CC1 (stereo unspecified)	-4	-3
COc1ccc(-c2nnc(SCC(=O)c3ccc[nH]3)n2-c2ccccc2)cc1	3	2
CCN(CCNC(=O)C1CCN(Cc2nc(-c3ccc(Cl)cc3)oc2C)CC1)c1ccccc1	-18	6
CCOc1ccc(-c2cc(CCCC(=O)NCCCOC)no2)cc1	-8	-2
COc1cc(OC)cc(C(=O)Nc2ccccc2NC(C)=O)c1	-27	-4

Some of these compounds in order of SMILES length, lowest first.
canonical_smiles	Statin myotox sup	PglD inh
Cc1csc(NC(=O)C2CCCO2)n1 (stereo unspecified)	5	-2
CCNC(=O)NC(=O)C(C)Oc1ccc(C(=O)OC)cc1 (stereo unspecified)	-6	-2
C[C@H](NC(=O)Nc1ccc2c(c1)OCCO2)C(=O)O	10	4
CCOC(=O)c1oc2ccccc2c1CN1CCN(c2ccccc2)CC1	21	1
CCOC(=O)c1sc2nc(CC(=O)OC)nc(NCCN(CC)CC)c2c1C	12	4
COc1ccc(-c2nnc(SCC(=O)c3ccc[nH]3)n2-c2ccccc2)cc1	3	2
O=C(COC(=O)c1ccc(S(=O)(=O)N2CCCC2)cc1)NCc1ccc(Cl)cc1	-9	1

Going on with the list.
canonical_smiles	Statin myotox sup	PglD inh
COc1ccc(CNC(=O)C2C3C=CC4(CN(Cc5cccnc5)C(=O)C24)O3)cc1 (stereo unspecified)	-2	5
COc1ccc(OCC(=O)Nc2ccc3c(c2)nc(CCN2CCOCC2)n3C)cc1	-6	-3
COc1ccc([N+](=O)[O-])cc1NC1CCCCC1	-7	-2
COc1cccc(C2CC(c3ccc(Cl)cc3Cl)Nc3nc(N)nn32)c1 (stereo unspecified)	13	-2
CCOC(=O)CNC(=O)Cn1cnc2c(nnn2-c2ccccc2)c1=O	-4	-2
CCc1ccc(CSc2nccn2-c2ccccc2)cc1	49	-4
COc1ccc(C(=O)Nc2cc(C(F)(F)F)ccc2Cl)cc1OC	-4	-2
CCOC(=O)c1nn(-c2cccc(C)c2)c2nc(-c3ccccc3)c(C#N)c(=O)n12	-1	-5
Cn1cccc1C(=O)NC(=O)COC(=O)CC12CC3CC(CC(Br)(C3)C1)C2	4	-8
CN(Cc1ccccc1)C(=O)CC(c1ccccc1)c1cc(Cl)ccc1O (stereo unspecified)	15	0
CC1CCCCN1Cc1nc2c(c(=O)n(C)c(=O)n2C)n1Cc1c(F)cccc1Cl (stereo unspecified)	-3	0
CC(C)(C)NC(=O)c1ccc(NC(=O)C2COc3ccccc3O2)cc1 (stereo unspecified)	-45	3

Already shown: entries from further up.
canonical_smiles	Statin myotox sup	PglD inh
CCc1ccc(CSc2nccn2-c2ccccc2)cc1	49	-4
COc1ccc(C(=O)Nc2cc(C(F)(F)F)ccc2Cl)cc1OC	-4	-2
CCOC(=O)c1nn(-c2cccc(C)c2)c2nc(-c3ccccc3)c(C#N)c(=O)n12	-1	-5

The results go on.
canonical_smiles	Statin myotox sup	PglD inh
CCc1cccc(NC(=O)C2CCCC2)c1	13	-5
Cc1ccc(C(=O)CNc2ccc(Br)cc2)cc1	-2	1
COc1cc(C#CC#CCN2CCCCC2)ccc1O	26	1
CCOc1ccc(-c2[nH]nc3c2C(c2cccnc2)C(C#N)=C(N)O3)cc1 (stereo unspecified)	-16	-6
CC(=O)c1cccc(NC(=O)Nc2ccc(C(=O)N3CCOCC3)cc2)c1	-3	3
N#Cc1ccccc1NC(=O)COC(=O)c1ccc(S(=O)(=O)N2CCCC2)cc1	-14	1
Cc1ccc(N2C(=O)CC3(CC4C=CC3C4)C2=O)cc1 (stereo unspecified)	11	3
COC(=O)C1=C(C)N(C)C(C)=C(C(=O)OC)C1c1ccc(C(=O)OC)cc1	-7	3
Cc1c(/C=C(\C#N)c2nn(-c3ccccc3)c(N)c2C#N)c2ccccc2n1Cc1ccc(F)cc1	-75	-4
Cc1ccc(OCCn2cc(/C(N)=N/O)c3ccccc32)cc1C	1	-1
c1ccc(Cn2c(CNc3nc4ccccc4n3CCN3CCCCC3)nc3ccccc32)cc1	-4	-4
COc1cccc(OC)c1C(=O)NC(=S)N1CCN(c2ccc(C(F)(F)F)cc2[N+](=O)[O-])CC1	11	-3
CC1CC(C)(C)N(C(=O)CN2C(=O)c3ccccc3C2=O)c2ccccc21 (stereo unspecified)	-25	0
CCCCCn1c(=O)[nH]c2cc(C(=O)NCCN(CC)CC)ccc2c1=O	-7	0
COc1cc(CC(=O)Nc2sccc2C(N)=O)cc(OC)c1OC	35	1
COC(=O)c1c(NC(=O)CSc2nnnn2-c2ccccc2)sc2c1CCCC2	-9	-8
CCc1ccc2[nH]c(=O)c(CN(CCCN3CCOCC3)C(=O)Nc3ccc(F)cc3)cc2c1	-25	6
O=C(O)c1ccc(NC(=O)C2CCCCC2)cc1	-2	0
CCCN1C(=O)SC(CC(=O)Nc2ccc(Br)cc2)C1=O (stereo unspecified)	-20	2
Cc1ccc([N+](=O)[O-])cc1NC(=O)CCCOc1ccccc1	2	-3
CC(=O)Nc1ccc(C2NC(=O)c3ccccc3O2)cc1 (stereo unspecified)	6	4
CCc1ccccc1OCC(=O)NC1CCCC1	0	0
Cc1ccc(C(C(=O)NC2CCCC2)N(Cc2cccs2)C(=O)CNC(=O)c2cccs2)o1 (stereo unspecified)	136*	0
Cc1ccc(Oc2ccc(NC(=O)CCC(=O)OCC(=O)c3cccs3)cc2)cc1C	-16	-4
O=C(Nc1ccccc1)c1ccc(NCc2cccnc2)c(S(=O)(=O)N2CCOCC2)c1	3	-3
Fc1ccc(C(c2nnnn2C2CCCC2)N2CCc3ccccc32)cc1 (stereo unspecified)	-16	2
O=C(CSc1ncccn1)NC(=O)NCc1ccccc1	-4	10
COc1cc2c(cc1NC(=O)CN(C)Cc1nc3ccccc3c(=O)[nH]1)oc1ccccc12	-3	2
CCCc1nn(C(=O)c2ccccc2)c2c1C(=O)CC(C)(C)C2	7	0
O=C(CSCc1ccc(Cl)cc1)N1CCN(Cc2ccc3c(c2)OCO3)CC1	61	0
CC(C)C(=O)Nc1ccc(C(=O)NNC(=O)CCCOc2ccc(Cl)cc2Cl)cc1	-8	0
C#CCOCCOCCOCCNc1nc(N2CCN(C(=O)[C@H](CCC(=O)O)n3cc(C(N)CO)nn3)CC2)nc(N2CCN(C(=O)[C@H](CCC(=O)O)n3cc(C(N)[C@H](C)CC)nn3)CC2)n1 (stereo partly specified)	8	-5
CC(C)Cc1nc(N2CCCCC2)c(C#N)c2c1CCC2	5	0
COC(=O)CCN(C(=O)c1ccc(OC(C)=O)cc1)c1ccccn1	-3	2
Cc1nn(C(C)C(=O)Nc2sc3c(c2C#N)CCCC3)c(C)c1[N+](=O)[O-] (stereo unspecified)	-8	-1
COc1cc(-c2nnc(COC(=O)C3c4ccccc4Oc4ccccc43)o2)cc(OC)c1OC	21	3
COc1ccccc1-n1c(SCC(N)=O)nnc1-c1ccccc1	-10	2
c1ccc2c(-c3nc(C4CCCCC4)no3)cc(-c3ccncc3)nc2c1	6	0
COc1ccc(-c2csc(N3CCN(C(=O)c4ccccc4)CC3)n2)cc1	27	5
CCOC(=O)C1CCN(Cc2ccc(F)c(Br)c2)CC1	7	0
CCC(=O)NCCn1c(C)cc2ccccc21	-11	-6
COc1ccc(Sc2nnc(Cc3ccccc3)c3ccccc23)cc1	64	-5
Cc1cccc(C)c1N(CC(O)Cn1c2ccccc2c2ccccc21)S(C)(=O)=O (stereo unspecified)	-15	-1
CCCCNC(=O)CCNS(=O)(=O)c1ccc(C)cc1	18	2
O=C1CC(c2cccc(Cl)c2)Cc2nc(N3CCN(c4ccccc4)CC3)ncc21 (stereo unspecified)	-13	-3
COc1ccccc1-n1nnnc1SCc1ccccc1	6	0
CCOCCCNC(=O)C(c1ccc(Cl)cc1)N(Cc1cccs1)C(=O)CNC(C)=O (stereo unspecified)	3	-3
CCCNc1c(NS(=O)(=O)c2ccc(OC)c(OC)c2)c(=O)oc2ccccc12	10	-4
CCOc1ccc(-c2cc(CCCC(=O)NCCc3ccc(OC)c(OC)c3OC)no2)cc1	46	-2
Cc1ccc(S(=O)(=O)NCCN=C(CN2CCCC2)NS(=O)(=O)c2ccc(C)cc2)cc1	112*	-6
CC(C/C=N/NC(=O)COc1cc(Cl)ccc1Cl)c1ccccc1 (stereo unspecified)	-7	6
CCOC(=O)c1csc(NC(=O)CSc2nnc(C3CC3)n2C)n1	7	0
CC1CCN(C(=O)C2Cc3ccccc3CN2S(=O)(=O)c2ccc(F)cc2)CC1 (stereo unspecified)	-1	-1
Clc1cccc(Cl)c1-c1nnc2ccc(N3CCOCC3)nn12	-10	-5
NC(=O)Cn1cc(C(=O)c2cccs2)c2ccccc21	5	1
CSc1nc2ccc(S(=O)(=O)N3CCCC3)cc2s1	-2	-7
O=C(CCCN1C(=O)c2ccccc2C1=O)N1CCc2ccccc2C1	9	-4
COc1ccc(/C=C(\C#N)C(=O)OCC(=O)Nc2c(C)cccc2C(C)C)cc1	-3	-5
COC(=O)c1sccc1NC(=O)C1CC2CCC1C2 (stereo unspecified)	3	0

Source: PubChem
